M1 antag: antagonists of human M1 muscarinic receptor; inhibition, % at 3 µM; actives 1.3% (n = 360,000); AID 588852; CHO-K1 hM1, Fluo-8 calcium fluorescence, ACh EC80 antagonist; P11229;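 active = percent inhibition above its own plate's cutoff, namely the mean of that plate's compound wells plus 3 SD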;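 also: peak over basal fluorescence ratio during 140 s after agonist addition; 0% = ACh EC80 plus DMSO and 100% = DMSO alone without agonist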
Target sequence (P11229 whole entry, looked up): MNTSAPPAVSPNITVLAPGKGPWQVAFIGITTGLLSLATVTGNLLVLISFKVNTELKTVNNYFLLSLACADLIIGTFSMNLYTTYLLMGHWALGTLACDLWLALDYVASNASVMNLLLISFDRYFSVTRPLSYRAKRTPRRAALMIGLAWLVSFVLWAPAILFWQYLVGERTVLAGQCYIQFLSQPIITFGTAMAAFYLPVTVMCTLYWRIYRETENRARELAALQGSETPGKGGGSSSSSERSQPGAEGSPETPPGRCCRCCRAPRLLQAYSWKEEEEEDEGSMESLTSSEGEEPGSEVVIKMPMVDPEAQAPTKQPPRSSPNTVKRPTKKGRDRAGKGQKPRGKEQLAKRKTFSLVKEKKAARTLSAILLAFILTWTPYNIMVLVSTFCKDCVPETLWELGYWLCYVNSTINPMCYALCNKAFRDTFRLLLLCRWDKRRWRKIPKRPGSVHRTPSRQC
TAAR1 antag: human TAAR1 antagonism; CHO RD-HGA16 TAAR1, Fluo-8 calcium fluorescence, antagonist; inhibition, % at 3 µM; actives 1.5% (n = 360,000); AID 624466;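 active = inhibition above a per-plate cutoff, the mean inhibition of test compounds on that plate plus 3 SD, cut at about 49% in these data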;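 also: 0% = DMSO plus EC80 beta-PEA response and 100% = DMSO alone without agonist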
Target sequence (Q96RJ0 whole entry, looked up): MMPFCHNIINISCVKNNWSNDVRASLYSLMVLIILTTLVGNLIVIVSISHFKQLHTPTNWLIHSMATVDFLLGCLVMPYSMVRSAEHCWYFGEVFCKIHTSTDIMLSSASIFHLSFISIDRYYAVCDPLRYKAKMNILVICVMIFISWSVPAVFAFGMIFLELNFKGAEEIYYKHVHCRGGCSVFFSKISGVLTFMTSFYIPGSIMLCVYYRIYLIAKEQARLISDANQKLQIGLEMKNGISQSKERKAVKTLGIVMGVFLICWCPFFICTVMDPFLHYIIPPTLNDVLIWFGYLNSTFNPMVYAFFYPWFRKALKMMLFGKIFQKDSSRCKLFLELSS
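Material: RD-HGA16 CHO cells with stable hTAAR1 and Gα16; Dosing: single nominal final test compound concentration of 3 µM; Schedule: seeding 17-24 h prior, 75-min 37 °C, 30-min RT dye loading; Detection: kinetic Fluo-8 calcium fluorescence measurement; Measure: % inhibition from peak post-agonist over basal fluorescence ratio; Benchmarks: vehicle and agonist controls.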
M1 ag parental: nonselective activator or artifact in parental CHO-K1 cells; Fluo-8 calcium fluorescence; scaled to maximal ATP response, vehicle zero; activation, % at 3 µM; actives 0.48% (n = 360,000); in the data active = activation above about 15%;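 also: untransfected CHO-K1 host cells lacking M1 receptor as counterscreen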
M1 PAM parental: nonselective activator or artifact in parental CHO-K1 calcium assay | actives 0.02% (n = 360,000) | ATP EC20, Fluo-8 calcium fluorescence; 0% at ATP EC20, 100% at ATP max | activation, % at 3 µM | AID 602247;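 active = activation above the run cutoff, the mean activation of all test compounds plus 3 SD, cut at about 40% in these data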;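 also: peak over basal fluorescence ratio in a 140 s read after ATP addition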
CHO-K1 Ca antag: nonselective inhibitor or artifact in parental CHO-K1 cells; ATP-induced calcium, Fluo-8 fluorescence; inhibition, % at 3 µM; actives 0.6% (n = 360,000); AID 602250;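 active = inhibition above a per-plate cutoff, the plate's mean sample inhibition plus 3 SD, cut at about 24% in these data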;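 also: 0% = DMSO plus EC80 ATP and 100% = DMSO alone without ATP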
M1 ag: activates human CHRM1 receptor | CHO-K1 hM1, Fluo-8 calcium fluorescence, agonist mode; 0% DMSO, 100% acetylcholine EC100 | activation, % at 3 µM | AID 588814 | actives 0.33% (n = 360,000) | P11229;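 active = activation above the run's mean compound activation plus 3 SD, cut at about 16% in these data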;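 also: peak over basal fluorescence ratio within a 140 s kinetic read after compound addition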
CHO parental Ca: counter-screen: ATP calcium response change in parental CHO cells. parental CHO-K1, ATP-induced calcium, Fluo-8 fluorescence. inhibition, % at 5.6 µM. actives 0.63% (n = 330,000). AID 463079;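 active = inhibition above that plate's mean sample inhibition plus 3 SD, cut at about 26% in these data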;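 also: 0% = ATP-challenged DMSO wells and 100% = DMSO wells without ATP; some compounds past the cut are filed as inactive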
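Material – parental CHO cells · Reagent – ATP stimulus · Compound – single nominal dose of 5.6 µM per compound · Detection – Fluo-8 fluorescence · Read-out basis – percent inhibition of calcium signal · Controls – ATP-challenged DMSO wells low, unchallenged DMSO wells high · Repeats – no replicates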
M1 PAM: potentiates human M1 receptor response to acetylcholine. P11229. CHO-K1 hM1, Fluo-8 calcium fluorescence, ACh EC20; 0% = ACh EC20, 100% = maximal ACh. activation, % at 3 µM. actives 0.088% (n = 360,000); in the data active = activation above about 19%, passing the limit was not always enough
TAAR1 ag: human TAAR1 agonism | Q96RJ0 | CHO RD-HGA16 TAAR1, Fluo-8 calcium fluorescence; vehicle wells 0%, saturating PEA agonist 100% | activation, % at 3 µM | actives 0.99% (n = 360,000) | AID 624467;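 active = activation above the mean activation of all test compounds in the run plus 3 SD, cut at about 38% in these data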
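Benchmarks: low control DMSO, high control PEA (EC100); System: CHO RD-HGA16 cells carrying human TAAR1 plus Gα16; Detection: Fluo-8 fluorescence, 5 s baseline then 140 s kinetic read; Schedule: 17-24 h plating, Fluo-8 75 min 37 °C, 30 min RT; Read-out basis: % activation from peak over basal fluorescence ratio, DMSO-to-PEA scaled.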
* = called active by the depositor; . = not tested or not shown.

SMILES,M1 antag,TAAR1 antag,M1 ag parental,M1 PAM parental,CHO-K1 Ca antag,M1 ag,CHO parental Ca,M1 PAM,TAAR1 ag
CCOC(=O)Cc1c(C)nc2c(-c3ccccc3)c[nH]n2c1=O,-21.8,0.3,1.3,13.3,1.8,-3.5,-11.1,6.1,8.2
O=C(NCCc1c[nH]c2ccccc12)C(=O)NCC1OCCCN1S(=O)(=O)c1cccs1 (stereo not given),1.8,31.2,6.8,5.6,-1.2,-5.5,-17.0,-4.0,12.0
Cn1c(-c2cccc(Br)c2)cnc1NCc1cccnc1,-0.8,-2.9,0.0,-0.1,-2.5,-7.3,-2.8,-18.0,-1.1
CS(=O)(=O)N(CC(=O)N/N=C/c1ccc(OCC(=O)N2CCOCC2)cc1)c1ccccc1Cl,-5.7,2.2,0.9,23.9,-5.6,-8.8,-4.5,10.6,1.5
COc1ccc(-c2csc(N3C(=O)C4C5c6ccccc6C(c6ccccc65)[C@@H]4C3=O)n2)cc1 (stereo not given in full),-7.5,-21.0,1.5,17.0,-15.9,-3.9,-15.5,14.2,3.3
O=C(NCC1CCCO1)c1cc([N+](=O)[O-])ccc1Cl (stereo not given),-1.5,4.1,2.0,5.0,-5.0,-5.5,-14.6,7.2,4.0
Cc1cc(C)n2nc(C(=O)N/N=C/c3ccco3)nc2n1,-6.7,-29.3,2.7,20.5,-6.8,-0.5,-8.5,9.8,2.0
CCOc1ccc(/C=N/n2c(-c3ccccc3)n[nH]c2=S)cc1,-17.6,0.2,-0.6,-12.3,-4.2,-6.0,-12.6,2.4,-0.5
Cc1cccc(N(CC(=O)NC(C)C)C(=O)c2ccc(N3CCCC3)nc2)c1,-4.5,-6.7,2.1,15.9,-1.4,-3.8,-10.9,7.4,3.8
Cc1noc(C)c1COc1ccccc1C(=O)Nc1cccc(S(=O)(=O)N(C)C)c1,0.5,-3.0,0.5,-24.0,-3.4,-3.4,-21.4,1.8,2.7
COc1ccc(/C=N/n2cnc3c([nH]c4ccc(F)cc43)c2=O)cc1CN1CCCC1,-10.2,-12.3,0.3,12.1,-7.1,-5.4,-11.1,7.9,1.4
CN1CCN(C(=O)c2cnn(-c3ccccc3)c2NC(=O)c2ccccc2F)CC1,-14.2,0.7,-0.2,-7.8,8.8,-1.1,3.5,-2.0,14.7
Cn1c(/C(C#N)=C(\O)c2ccc(S(=O)(=O)N3CCCCC3)cc2)nc2ccccc21,3.1,16.0,0.6,5.4,-19.7,-0.8,-4.5,2.3,20.6
CC1=Nc2ccccc2NC(=O)C1Sc1nnc(C)s1 (stereo not given),-15.1,-1.8,0.5,15.2,-11.2,-5.2,-12.5,5.9,2.8
Clc1cccc(OCCCn2ccnc2)c1,-1.7,-9.1,0.3,-20.6,0.6,-9.3,-5.3,1.7,0.4
O=C(CN1C(=O)C2CC=CCC2C1=O)Nc1nc(-c2ccc(F)cc2)cs1 (stereo not given),20.1,51.1*,8.0,-10.2,-8.9,-0.4,-12.1,-10.1,28.2
Cc1cnc(NC(=O)CSc2nnc(-c3ccccc3)o2)s1,-7.2,-6.2,0.7,1.7,9.5,-0.6,6.1,5.4,15.8
CCc1nc(SCC(=O)Nc2ccc([N+](=O)[O-])cc2)n[nH]1,-3.8,-6.2,0.6,-1.2,6.4,-2.0,-5.8,4.6,0.9
COc1cc(CNCC(C)C)c(Br)cc1OCC(=O)NCc1ccccc1,2.6,8.8,-0.1,-6.1,10.6,-6.8,-16.5,-1.9,6.2
Cc1cc(C)cc(-n2c(C)cc(/C=N\NC(=O)COc3cccc4cccnc34)c2C)c1,-0.1,6.7,0.8,7.0,-4.5,-8.9,-16.9,-1.9,22.2
CCOc1ccc(/C=N/n2c(C)nnc2C)cc1OC,10.0,2.2,0.0,11.3,-5.7,-6.5,-8.8,1.9,6.6
Cc1cccc(N=C2NC(=O)/C(=C3/C(=O)N(C)c4ccccc43)S2)c1C,-12.7,11.8,0.0,22.5,-9.2,-3.7,-15.0,7.0,2.8
CCN(CC)C(=O)C(C)N(C#N)c1nc(NC(C)C)nc(NC(C)C)n1 (stereo not given),0.5,-15.6,-0.1,-4.9,5.5,-3.6,-7.7,6.0,1.2
O=C(Cn1c(-c2ccccc2)noc1=O)N1CCC(Cc2ccccc2)CC1,-1.0,1.4,6.3,-4.7,-9.4,1.0,-8.8,4.8,27.8
Cc1ccc(C2CC(c3ccc(Cl)cc3)n3nc(N)nc3N2)cc1 (stereo not given),-10.3,-3.8,0.7,20.3,-7.0,0.9,-8.3,8.0,8.5

3 entries out of the list, arranged by count of non-hydrogen atoms, largest number first:
SMILES,M1 antag,TAAR1 antag,M1 ag parental,M1 PAM parental,CHO-K1 Ca antag,M1 ag,CHO parental Ca,M1 PAM,TAAR1 ag
Cc1noc(C)c1COc1ccccc1C(=O)Nc1cccc(S(=O)(=O)N(C)C)c1,0.5,-3.0,0.5,-24.0,-3.4,-3.4,-21.4,1.8,2.7
O=C(CN1C(=O)C2CC=CCC2C1=O)Nc1nc(-c2ccc(F)cc2)cs1 (stereo not given),20.1,51.1*,8.0,-10.2,-8.9,-0.4,-12.1,-10.1,28.2
CC1=Nc2ccccc2NC(=O)C1Sc1nnc(C)s1 (stereo not given),-15.1,-1.8,0.5,15.2,-11.2,-5.2,-12.5,5.9,2.8

New compounds follow:
SMILES,M1 antag,TAAR1 antag,M1 ag parental,M1 PAM parental,CHO-K1 Ca antag,M1 ag,CHO parental Ca,M1 PAM,TAAR1 ag
COc1ccc(C(=O)Nc2cc(Cl)ccc2-n2cncn2)c(OC)c1OC,-1.1,21.3,2.7,-1.8,-10.3,-4.6,-15.5,0.0,6.3
CCn1c(SCC(O)c2ccccc2)nnc1-c1ccccc1 (stereo not given),-10.6,-12.9,0.0,9.8,5.2,-4.5,-20.0,11.0,5.6
Cc1ccc(S(=O)(=O)N2CCN(C)CC2)c(C)c1N(C)S(=O)(=O)c1ccc(Cl)cc1,-5.3,14.4,0.9,3.0,1.7,-2.5,-4.8,5.8,11.8
O=C(CCc1nnc(CCc2ccccc2)o1)N1CCCCC1CCn1cccn1 (stereo not given),-6.3,-23.9,0.1,-0.2,3.7,-7.3,-16.6,-6.5,7.4
Cc1cccc(N(CC(=O)NC2CCCC2)C(=O)CCC(=O)Nc2cc(C)on2)c1,0.0,-13.4,0.1,-11.7,1.6,-1.0,-3.7,0.9,2.7
Nc1ccc(C(=O)Nc2ccc(OC(F)(F)C(F)F)c(NC(=O)c3ccc(N)cc3)c2)cc1,3.8,15.9,2.0,6.0,7.1,-1.3,-4.2,0.0,7.2
CC(C)(C)C1CCC(OC(=O)c2cncc(Br)c2)CC1 (stereo not given),0.1,-16.1,0.1,5.2,-2.1,-3.9,-4.7,0.7,0.8
CC(=O)c1sc(NC(=O)c2ccc(C)cc2)nc1C,-14.8,-24.5,-0.2,6.7,-6.5,-2.5,14.0,2.9,1.0
CSc1nc2ccccc2n1CC(=O)Nc1cc(C(F)(F)F)ccc1N1CCOCC1,-11.4,-0.3,1.1,15.3,-10.7,-2.7,-10.6,7.1,7.5
CCCCn1c(N)c(N(CCOC)C(=O)COc2ccc(OCC)cc2)c(=O)[nH]c1=O,-22.6,-32.1,0.5,13.1,-11.8,0.3,-2.8,6.2,6.4
COc1cc(C2C(C(=O)c3cc4ccccc4o3)=C(O)C(=O)N2c2cc(C)on2)cc(OC)c1OC (stereo not given),1.7,-29.9,0.0,28.7,-8.8,-2.7,-9.8,0.3,1.2
CCOc1cc(C(=O)Nc2ccccc2F)cc(Br)c1OCC,-7.0,23.1,-0.5,18.8,-10.4,-8.7,-28.5,2.6,4.8
COc1ccccc1C(=O)Nc1ccnn1C1CCN(C2CCCCC2)CC1,7.5,-4.5,0.0,-4.2,-6.4,-7.3,.,-5.1,0.1
CC1=NN(c2ccc(C(=O)O)cc2)C(=O)/C1=C/c1ccc(-c2ccccc2F)o1,3.9,.,4.9,5.3,5.9,-2.8,-5.2,4.4,.
Brc1ccc(N=C(c2ccccc2)c2ccncc2)cc1,1.7,-2.3,1.4,24.6,-6.9,2.3,3.8,-5.4,-0.9
Cc1ccc(NS(=O)(=O)c2ccc3c(c2)OCCCO3)cc1S(=O)(=O)N1CCOCC1,14.8,22.1,3.3,-11.7,5.4,4.3,-23.6,-9.9,8.9
CCP(=O)(CC)c1cccc(N)c1,-19.7,-21.5,0.6,24.8,-11.6,-1.6,-16.6,2.7,2.0
CNC(=O)c1ccsc1NC(=O)C1CCN(S(=O)(=O)c2cccs2)CC1,2.9,7.5,2.6,-12.6,-5.0,-2.3,3.1,-2.6,8.5
O=C(Nc1ccc(F)c(Cl)c1)c1cc(C2CCCCN2C(=O)CCc2ccccc2)on1 (stereo not given),7.9,18.1,2.9,11.8,-1.0,-2.7,.,-8.8,5.2
CC(=O)c1ccc(Sc2nnc(C)s2)c([N+](=O)[O-])c1,-4.0,-10.8,0.4,8.0,-4.1,-4.9,-2.5,6.5,1.7
Clc1nc(Cl)c2ncn(-c3ccccc3)c2n1,-21.0,-5.2,-0.4,14.1,-7.9,-3.2,.,10.7,-0.6
CCOc1ccc(C2N(c3cc(C)on3)C(=O)C3CCCN32)cc1OC (stereo not given),8.2,-5.9,-0.4,-18.4,5.8,-3.6,-5.5,1.7,9.6
CCOC(=O)/C(C#N)=C/Nc1ccccc1NS(=O)(=O)c1ccc(C)c(C)c1,-15.9,-1.8,1.8,23.7,-21.5,-5.3,-11.2,5.5,-0.2
O=C(CSCc1c(Cl)cccc1Cl)NCc1ccccn1,15.2,1.9,-0.6,-3.8,2.9,-4.1,-16.4,-5.3,2.1
S=C(Nc1ccccc1Cl)N1CCN(c2ccccn2)CC1,8.1,-7.9,1.2,15.7,-10.5,-5.1,-19.7,-0.6,6.6

Part of the list above with just TAAR1 antag and M1 PAM:
canonical_smiles	TAAR1 antag	M1 PAM
COc1ccc(-c2csc(N3C(=O)C4C5c6ccccc6C(c6ccccc65)[C@@H]4C3=O)n2)cc1 (stereo not given in full)	-21.0	14.2
Cc1cccc(N(CC(=O)NC(C)C)C(=O)c2ccc(N3CCCC3)nc2)c1	-6.7	7.4
Clc1cccc(OCCCn2ccnc2)c1	-9.1	1.7

(further entries)
SMILES,M1 antag,TAAR1 antag,M1 ag parental,M1 PAM parental,CHO-K1 Ca antag,M1 ag,CHO parental Ca,M1 PAM,TAAR1 ag
CC1(C)C=C(c2ccc(C(=O)O)s2)CC(C)(C)N1,6.7,3.4,-0.1,-3.7,11.9,-4.5,-4.6,-0.3,-0.1
CC(=O)N/N=C(\C)CC(=O)Nc1ccc2c(c1)OCCO2,-1.5,7.0,0.4,16.9,-1.6,-4.0,-0.7,8.7,2.8
Cc1nc2nc(C)c(NS(=O)(=O)c3ccc(C4CCCCC4)cc3)c(=O)n2[nH]1,-10.7,-3.7,1.1,4.6,-15.4,-0.9,-2.5,11.9,-1.5
CN(Cc1nc(-c2cccc(Cl)c2)no1)C1CCOCC1,-11.1,-18.4,2.1,-3.6,-7.2,0.7,-12.2,3.1,-0.4
CS(=O)(=O)N1CCc2cc(-c3csc(NCC4CCCO4)n3)ccc21 (stereo not given),2.4,-12.5,-0.1,2.2,-4.1,-3.1,3.1,-1.0,2.0

Compound activity as filed in PubChem.
